MEKK2 mut-MEK5: signal of MEK5 binding to mutant human MEKK2 PB1 domain. AID 1530. bead flow cytometry, Alexa488-MEK5 binding to MEKK2 mutant. 290,000 tested, 0.35% active. percent response, % at 10 µM; in the data active = percent response above about 24%, passing the limit was not always enough; note: inactives centre near 1; some results filed as inactive read as strong as hits; reference of the scale not given here
MEKK3 PB1 HTS: raises or lowers MEK5 binding to the human MEKK3 PB1 domain. bead-based flow cytometry, Alexa488-MEK5 binding to MEKK3; actives lie on both sides; 0 = blocked by unlabeled MEK5, 100 = vehicle. Q99759. binding response (% of control), % at 10 µM. 290,000 tested, 1.4% active;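 active = binding response more than 3 SD above or below the average of its plate-row segment, actives on both sides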;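 note: Alexa488 bead fluorescence after subtracting the streptavidin-only scavenger bead signal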
PfM18AAP inh: blocks P. falciparum M18 aspartyl aminopeptidase | recombinant PfM18AAP, H-Glu-NHMec fluorogenic cleavage | inhibition, % at 7.35 µM | 290,000 tested, 1.2% active;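 active = inhibition above the campaign mean inhibition over all tested compounds plus 3 SD, cut at about 28% in these data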;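 note: 0% = plate median of test compound wells and 100% = 2 mM ZnCl2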
SUMO HTRF inh: inhibitors of human SUMOylation (UBC9); HTRF SUMOylation assay, SAE1/SAE2 + UBC9, in vitro; 290,000 tested, 0.36% active; inhibition, % at 35 µM; AID 2006; in the data active = inhibition above about 50%, passing the limit was not always enough; note: strong numbers were not always called active
MEKK2wt PB1 HTS: raises or lowers MEK5 binding to wildtype human MEKK2 PB1 domain; bead flow cytometry, Alexa488-MEK5 binding to MEKK2 WT; actives lie on both sides; binding response (% of control), % at 10 µM; 290,000 tested, 1.1% active; AID 1531; in the data active = binding response below about 67% or above about 130%
p-CIP stab down: compounds decreasing mouse p/CIP protein stability; Q05BA5; F442A p/CIP-EGFP cells, EGFP fluorescence, 16 h; decrease of EGFP signal, % at 10 µM; 290,000 tested, 0.01% active; AID 1984;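 active = EGFP signal decrease of at least 30% at 10 µM or well 3 SD below plate mean, unless failing retest; inactive = the rest, including hits failing retest or dose response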; note: some compounds called inactive have numbers as strong as hits; many of its hits are not listed in these tables
IDE cell activ: activators of human insulin-degrading enzyme in cells; P14735; HEK cells, FAbeta-B cleavage, fluorescence polarization; 0% vehicle, 100% cell-free pure enzyme wells; activation, % at 5.96 µM; 340,000 tested, 0.073% active; AID 493087;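 active = activation above the mean of all tested compounds plus 3 SD, set per screening campaign, cut at about 17% in these data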
Target sequence (P14735 whole entry, looked up): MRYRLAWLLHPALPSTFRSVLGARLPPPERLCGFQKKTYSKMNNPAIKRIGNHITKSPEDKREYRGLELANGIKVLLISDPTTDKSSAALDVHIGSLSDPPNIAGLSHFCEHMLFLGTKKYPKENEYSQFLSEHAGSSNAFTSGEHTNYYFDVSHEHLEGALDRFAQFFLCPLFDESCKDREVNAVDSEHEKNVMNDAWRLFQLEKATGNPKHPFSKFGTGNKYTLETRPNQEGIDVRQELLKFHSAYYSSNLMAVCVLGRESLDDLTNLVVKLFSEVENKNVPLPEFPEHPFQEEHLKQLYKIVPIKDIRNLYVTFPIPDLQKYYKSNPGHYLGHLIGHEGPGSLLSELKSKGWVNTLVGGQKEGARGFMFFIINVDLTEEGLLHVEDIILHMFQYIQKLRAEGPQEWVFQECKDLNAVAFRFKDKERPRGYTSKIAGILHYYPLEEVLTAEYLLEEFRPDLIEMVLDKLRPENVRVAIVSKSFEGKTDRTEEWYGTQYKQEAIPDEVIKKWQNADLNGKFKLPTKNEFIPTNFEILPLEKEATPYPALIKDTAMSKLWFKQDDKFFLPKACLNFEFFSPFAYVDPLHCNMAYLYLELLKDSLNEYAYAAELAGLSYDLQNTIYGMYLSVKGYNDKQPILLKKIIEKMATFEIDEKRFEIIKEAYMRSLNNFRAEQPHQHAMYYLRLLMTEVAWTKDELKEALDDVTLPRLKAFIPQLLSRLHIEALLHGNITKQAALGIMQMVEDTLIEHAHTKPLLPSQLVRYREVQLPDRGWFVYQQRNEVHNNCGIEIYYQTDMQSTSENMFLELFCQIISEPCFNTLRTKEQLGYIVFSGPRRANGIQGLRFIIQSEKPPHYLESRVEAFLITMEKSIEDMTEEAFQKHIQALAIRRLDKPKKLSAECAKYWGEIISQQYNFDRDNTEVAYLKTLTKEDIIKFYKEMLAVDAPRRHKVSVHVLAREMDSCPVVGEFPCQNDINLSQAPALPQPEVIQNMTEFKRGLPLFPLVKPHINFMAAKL
NALP1 inh: inhibitors of NALP1 inflammasome in yeast; 280,000 tested, 0.61% active; inhibition, % at 10 µM; S. cerevisiae NALP1/ASC/caspase-1 growth, X-gal OD620, 72 h; AID 2071; in the data active = inhibition mostly above about 24%, no sharp cut-off; inactive = mostly below about 32%; note: some compounds called inactive have numbers as strong as hits
IDE inh: cellular human IDE inhibition | HEK cells, FAbetaB cleavage, fluorescence polarization | AID 434962 | inhibition, % at 5.59 µM | 320,000 tested, 0.41% active;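 active = percent inhibition above the average of all tested compounds plus 3 SD, set per screening campaign, cut at about 16% in these data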;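 note: IDE supplied by intact live HEK cells; FP after avidin binding of uncleaved biotin substrate so inhibition keeps polarization high; 0% = DMSO wells and 100% = 60 µM reference IDE inhibitor Ii1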
* marks the source's active call; other numbers are inactive results; · = not tested or not shown.

SMILES	MEKK2 mut-MEK5	MEKK3 PB1 HTS	PfM18AAP inh	SUMO HTRF inh	MEKK2wt PB1 HTS	p-CIP stab down	IDE cell activ	NALP1 inh	IDE inh
CCC(c1nnnn1CS(=O)(=O)c1ccc(C)cc1)N1CCC(C(N)=O)CC1 (stereo not drawn)	10	100	0	-11	105	-30	7	6	3
CNC(=S)NN(c1ccccc1)c1ccccc1	5	107	2	0	110	-11	10	-3	2
CCN1C(=O)CC(N2CCC(C(=O)N3CCOCC3)CC2)C1=O (stereo not drawn)	10	105	0	-1	105	6	4	0	2
COc1ccc(N2CC(C(=O)Nc3nc4ccc(OC)cc4s3)CC2=O)cc1 (stereo not drawn)	0	102	-2	-5	103	-8	3	6	10
Cc1ccccc1NC(=O)c1c([N+](=O)[O-])cnn1C	1	101	6	15	102	0	4	4	-4
O=C(COc1ccccc1)NCC(=O)Nc1ccc(S(=O)(=O)NCc2ccco2)cc1	8	104	2	11	103	-8	0	7	6
CCN(CC)C(=O)Oc1ccc(NC(C)=O)cc1	-2	99	-7	8	100	-8	8	-1	-2
N=C(N)N1CCN(Cc2ccccc2)CC1	4	103	5	2	107	-16	·	-8	6
CCCS(=O)(=O)c1c(S(=O)(=O)CCC)c2cnccn2c1C(=O)c1ccc(OC)cc1	-1	102	-4	10	100	-5	1	-13	1
COCCNc1nc(Cl)c(C#N)s1	-2	105	-2	-4	99	-5	2	-7	3
OC1(C#CCN2CCCC2)CCCCC1	1	98	-4	-7	102	-2	3	4	5
Cc1ccc(N(CC(=O)N2CCOCC2)S(C)(=O)=O)cc1Cl	16	104	-5	-8	108	3	4	8	-4
CC(OC(=O)CCCOc1ccccc1)C(=O)NC(N)=O (stereo not drawn)	1	100	-3	17	100	-4	1	14	0
Cc1ccc(S(=O)(=O)N2CCCN(S(=O)(=O)c3ccc4ccccc4c3)CC2)cc1	0	118	-10	-12	105	2	2	-7	1
O=C(COc1ccccc1[N+](=O)[O-])OC1CCS(=O)(=O)C1 (stereo not drawn)	-4	107	4	-6	98	2	1	-2	6
CCOC(=O)CNC(=O)c1nn(-c2ccc(OCC)cc2)c(=O)c2ccccc12	4	101	-2	18	98	-9	2	-12	4
CSS(=O)(=O)c1cccc2cccnc12	14	102	-211	17	104	-19	·	20	-3
CC(C)[C@@H]1COC(c2cccc(C3=N[C@H](C(C)C)CO3)n2)=N1	-5	97	-3	8	98	-7	0	15	1
Cc1cc(-c2ccc(C)c(S(=O)(=O)NCC3CCN(Cc4ccc(F)cc4)CC3)c2)on1	10	102	3	-1	119	-2	3	15	-6
O=C(O)c1ccc(COc2ccc3ccccc3c2)o1	-10	93	-11	7	92	5	-1	-6	-3
COc1ccc(Nc2nc(C(C)(C)C)nc3c2nnn3Cc2ccccc2Cl)cc1OC	5	106	6	·	107	·	-1	·	2
Cc1cc(C(F)(F)F)n(-c2nc(C(=O)Nc3cccnc3)cs2)n1	-1	95	-7	18	96	-6	-2	22	2
CC(C)NC(=O)C(=O)NNC(=O)C12CC3CC(CC(C3)C1)C2	24*	110	-1	7	103	3	2	-103	3
CC(NC1CCCCC1)C(=O)NN=C(c1ccccc1)c1ccccc1 (stereo not drawn)	7	100	9	18	108	-2	3	0	4

Part of the list above, with bars between the fields:
structure | MEKK2 mut-MEK5 | MEKK3 PB1 HTS | PfM18AAP inh | SUMO HTRF inh | MEKK2wt PB1 HTS | p-CIP stab down | IDE cell activ | NALP1 inh | IDE inh
COCCNc1nc(Cl)c(C#N)s1 | -2 | 105 | -2 | -4 | 99 | -5 | 2 | -7 | 3
OC1(C#CCN2CCCC2)CCCCC1 | 1 | 98 | -4 | -7 | 102 | -2 | 3 | 4 | 5
Cc1ccc(N(CC(=O)N2CCOCC2)S(C)(=O)=O)cc1Cl | 16 | 104 | -5 | -8 | 108 | 3 | 4 | 8 | -4
CC(OC(=O)CCCOc1ccccc1)C(=O)NC(N)=O (stereo not drawn) | 1 | 100 | -3 | 17 | 100 | -4 | 1 | 14 | 0
Cc1ccc(S(=O)(=O)N2CCCN(S(=O)(=O)c3ccc4ccccc4c3)CC2)cc1 | 0 | 118 | -10 | -12 | 105 | 2 | 2 | -7 | 1

(list continues)
SMILES	MEKK2 mut-MEK5	MEKK3 PB1 HTS	PfM18AAP inh	SUMO HTRF inh	MEKK2wt PB1 HTS	p-CIP stab down	IDE cell activ	NALP1 inh	IDE inh
CC(=O)N1CCc2cc(S(=O)(=O)NC(Cc3ccccc3)C(=O)NC3CCCCCC3)ccc21 (stereo not drawn)	-3	98	3	-1	93	-3	-3	7	8
Cc1cc2cc(C)c3nnc(SCC(=O)NCc4ccco4)n3c2cc1C	0	99	4	6	96	-6	4	8	4
CCOc1ccccc1CN1CCN(Cc2ccc(C)o2)CC1CCO (stereo not drawn)	-7	99	-12	5	87	-4	1	-12	-2
O=C(CSc1nnc2ccccn12)Nc1ncc(Cl)cc1Cl	2	101	-11	10	103	-1	1	-20	4
Cc1c(CCC(=O)N2CCC(C(=O)NCCCCCC(=O)O)CC2)c(=O)oc2cc3oc4c(c3cc12)CCCC4	4	101	3	40	104	-6	-26	0	-3
CCOc1ccc(OCc2cccc(C(=O)N/N=C/c3cccnc3)c2)cc1	-2	101	-1	7	102	1	1	39	11
COc1ccccc1OCCOCCOc1ccc(C)cc1Br	4	108	-1	-8	105	4	-1	27	0
O=C(NC1CCS(=O)(=O)C1)OC1CCCCC1 (stereo not drawn)	-3	92	1	-10	97	-9	-1	30	-4
CC(/C=N/NC(=O)c1cc(C2CC2)[nH]n1)=C\c1ccccc1	-14	93	-11	21	90	-11	3	·	3
COc1ccc(C)cc1NC(=O)CN1CCN(S(=O)(=O)c2ccc(F)cc2)CC1	-8	84	3	-6	84	-8	-8	-9	1
C#CCOCCOCCOCCNc1nc(N2CCN(C(=O)C([C@@H](C)CC)n3cc(C(N)CC(C)C)nn3)CC2)nc(N2CCN(C(=O)[C@H](CCC(=O)O)n3cc(C(N)CC(C)C)nn3)CC2)n1 (stereo partly drawn)	6	101	-6	10	101	-14	6	-2	-3
CC(C)(C)c1ccc(OCCCC(=O)NC2=NCCS2)cc1	9	105	-9	-13	111	0	7	36*	5
CCCn1nnc(NC(=O)c2cccnc2Cl)n1	3	110	-5	-5	101	9	7	5	1
O=C(c1cccnc1)N1CCCC(Nc2ccc(F)cc2)C1 (stereo not drawn)	4	102	-5	8	108	5	1	16	-3
CCCCCC/C(C)=C1/SC(=S)NC1=O	-9	85	-2	11	86	-15	-1	1	16
Cc1ccccc1-c1nc2ccc(Cl)cc2c(=O)n1O	-2	97	3	16	97	-21	4	0	-2
O=C1NC(=S)S/C1=C\c1cc2ccccc2nc1N1CCCCC1	3	99	-13	55*	100	-13	1	17	13
O=C(CSCc1ccc(Br)cc1)Nc1ccccc1C(=O)N1CCOCC1	9	104	-7	13	108	-12	0	10	-3
Cn1c2ccccc2c2nnc(NN)nc21	-16	88	30*	16	100	3	2	8	-1
CC(=O)c1c(OC(=O)c2ccc(C)cc2)c2ccccc2n1C	8	108	3	-23	109	-10	2	24	0
CCC1(CC)Cc2ccccc2-c2nc(NCCCO)[nH]c(=O)c21	-1	102	2	16	100	-2	5	-4	3
Cc1ncc([N+](=O)[O-])n1CC(=O)NC(C)(C)C	12	102	1	4	113	-16	6	9	2
Cc1cccc2cc(CN(CCCO)C(=O)Nc3cccc(Cl)c3)c(=O)[nH]c12	10	107	0	21	111	0	3	7	0
CCOCCCNC(=O)Cc1ccc(F)cc1	1	101	-2	-18	102	2	·	20	2
COc1ccccc1/C=C/CN1CCC(n2nccc2NC(=O)CCc2ccccc2)CC1	11	103	9	5	138*	-6	6	-3	2
Cc1ccc(C(=O)NCC(=O)N2CCC3(CC2)NCCc2[nH]cnc23)cc1C	2	102	0	·	103	-3	3	22	2
CC(C)CN(C(=O)C(c1ccccc1)c1ccccc1)c1c(N)n(CC(C)C)c(=O)[nH]c1=O	-1	115	0	-5	113	7	-2	17	-1
N/C(=N\OC(=O)C1CCCCC1)c1ccc(Cl)cc1	0	97	-9	22	100	-4	-2	4	5
O=S(=O)(NCCNc1ncc(C(F)(F)F)cc1Cl)C(F)(F)F	9	102	-6	-8	103	-15	3	-6	-3
CCc1nnc(NC(=O)CN2CCN(c3ccccc3OC)CC2)s1	-2	99	21	-3	101	-19	2	16	2
NNC(=O)c1nc[nH]c1C(=O)Nc1ccccn1	-3	96	-4	-10	93	-7	0	-3	0
CNC(=O)N(O)C1N(c2ccccc2)C(=S)SC1(C)C (stereo not drawn)	2	100	-2	12	102	-4	3	17	-2
Cc1ccc(CNC(=O)COc2ccc(S(=O)(=O)N3CCCC3)cc2)cc1	5	99	7	-1	102	-13	-5	3	8
COc1ccccc1CNC(=O)C/C(C)=N/NC(=O)Cc1ccc(Cl)cc1	1	100	0	11	99	2	1	7	-10
CS(=O)(=O)N1CCN(c2nnc(-c3ccccc3)c3ccccc23)CC1	3	103	-14	10	101	1	-6	10	-10
CCC(C(=O)NC(C)CCc1ccccc1)n1nc(C)n2c(cc3occc32)c1=O (stereo not drawn)	-6	90	-1	-2	90	-8	1	4	-3
OC(CCCN1CCC(O)(c2ccc(Cl)cc2)CC1)c1ccc(F)cc1 (stereo not drawn)	4	90	-2	14	93	-7	5	28	0
S=C(Nc1ccccc1Cl)N1CCCC1	1	106	0	18	108	-13	4	14	2
CCOC(=O)C1=C(c2ccccc2)NC(=S)NC1c1ccc(C)c([N+](=O)[O-])c1 (stereo not drawn)	-2	103	-8	8	91	-1	5	9	3
COC(=O)C(C)n1cnc2c(nnn2-c2ccccc2)c1=O (stereo not drawn)	4	103	0	16	103	-10	-3	2	-1
CCc1cc2c(SCC(=O)c3ccc(C)cc3)ncnc2s1	8	105	-8	13	101	-11	6	8	4
CCOC(=O)C1=C(C)Nc2ccc(C)cc2S1	3	107	8	6	105	6	-2	0	5
O=S1(=O)CCN(C(CCO)c2cccc(C(F)(F)F)c2)CC1 (stereo not drawn)	-2	102	-10	-6	101	-1	2	28	3
Cc1ccc(NC(=O)c2cc(-c3ccco3)on2)cc1	8	108	-7	34	109	-8	7	10	-2
CCOC(=O)c1c(C2CC2)csc1NC(=O)COC(=O)c1cc(OC)c(OC)cc1[N+](=O)[O-]	-2	98	3	20	98	-6	5	-2	-2
O=C(NCCc1ccco1)C(=O)NCC1OCCCN1S(=O)(=O)c1ccccc1 (stereo not drawn)	7	102	5	4	110	10	7	18	2
CN(C)S(=O)(=O)N1CCC(Oc2ccc(C(=O)NC3Cc4ccccc4C3)cc2)CC1	1	101	0	14	99	-6	-4	1	-1
O=C(CCCN1C(=O)c2ccccc2C1=O)Nc1nncs1	1	100	1	8	101	-2	3	-7	6
COCCn1c(N)c(S(=O)(=O)c2cccs2)c2nc3ccccc3nc21	·	·	-9	30	·	-2	-3	17	6
Cn1c(=O)c2c(nc(SCCNS(=O)(=O)c3ccccc3)n2C)n(C)c1=O	-3	97	0	-14	94	-4	0	2	2
COc1ccc2oc(=O)c(-c3csc(Nc4cccc(O)c4)n3)cc2c1	-4	92	6	26	92	8	-2	41	0
CC(CCc1ccco1)NC(=O)CCc1nnc2ccc(NCc3ccccc3)nn12 (stereo not drawn)	1	104	6	5	104	1	5	-7	-2
Cc1c2cnn(CC(=O)NC3CCCC3)c(=O)c2c(C)n1Cc1ccccc1	-3	103	1	-5	103	3	1	32	6
Cc1ccc(/C=N/NC(=O)CSc2nc3ccccc3n2C)s1	12	108	3	8	111	-1	-5	-2	3

These rows are one share of the data; rates above refer to the full screens.
